Screening results: PubChem BioAssay, several laboratories
PvdQ acylase: P. aeruginosa PvdQ acylase inhibitors, primary screen, biochemical, fluorescence, plate reader and imaging, single point; hit rate 0.063% among 340,000; purified PvdQ acylase; inhibition, % at 10 µM; PvdQ acylase [Pseudomonas aeruginosa LESB58]; in the data active = inhibition above about 30%, passing the limit was not always enough;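 also: 0% = vehicle neutral wells and 100% = reference inhibitor wells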
MITF TRPM1 HTS: activators of MITF-driven TRPM1 promoter reporter, primary screen, cell-based, SK-MEL-5, luciferase, single point; SK-MEL-5 TRPM1-promoter luciferase, 24 h; % of positive control, neutral wells = 0; activation, % at 12.5 µM; hit rate 0.75% among 300,000; AID 588334, 2011;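 active = mean activation of at least 80% with every replicate also reaching 80%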;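 also: 0% = neutral control wells and 100% = parthenolide positive control wells; values of inactives mirror those of a sister screen read the other way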
NSD2 HMT inh: NSD2 histone methyltransferase inhibitors, primary screen, biochemical, AlphaScreen, single concentration, set 2 | Histone-lysine N-methyltransferase NSD2 (Homo sapiens), O96028 | NSD2 peptide methylation, 120 min | inhibition, % at 12.5 µM | hit rate 0.54% among 310,000 | AID 743445, 2014; in the data active = inhibition above about 50%
CDK5 p35 inh: inhibitors of human CDK5/p35 kinase, primary screen, biochemical, single concentration; Cyclin-dependent kinase 5 (Homo sapiens) + Cyclin-dependent kinase 5 activator 1 (Homo …; Recombinant CDK5/p35, ADP-Glo luminescence, 60 min; inhibition, % at 10 µM; hit rate 0.01% among 330,000; AID 488839, 2010;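 active = highest replicate inhibition of at least 50% and at least 75% of replicates reaching 50%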;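 also: plate controls were DMSO neutral control for no effect and GW8510 at 10 µM for full effect; many of its hits are not listed in these tables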
HTR5A inv ctr: HTR5A inverse agonists in luminescence cell assay, primary screen, counter-screen for OPRM1-OPRD1 heterodimer inverse agonist project, full-deck HTS; inhibition, % at 9.3 µM; 5-hydroxytryptamine receptor 5A (Homo sapiens), P47898; hit rate 0.083% among 340,000; HTR5A cell line, inverse agonism; in the data active = inhibition mostly above about 23%, no sharp cut-off; inactive = mostly below about 18%;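 also: 0% = cells with DMSO and 100% = no-cell wells with DMSO; some compounds called inactive have numbers as strong as hits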
Target sequence (P47898 whole entry, looked up): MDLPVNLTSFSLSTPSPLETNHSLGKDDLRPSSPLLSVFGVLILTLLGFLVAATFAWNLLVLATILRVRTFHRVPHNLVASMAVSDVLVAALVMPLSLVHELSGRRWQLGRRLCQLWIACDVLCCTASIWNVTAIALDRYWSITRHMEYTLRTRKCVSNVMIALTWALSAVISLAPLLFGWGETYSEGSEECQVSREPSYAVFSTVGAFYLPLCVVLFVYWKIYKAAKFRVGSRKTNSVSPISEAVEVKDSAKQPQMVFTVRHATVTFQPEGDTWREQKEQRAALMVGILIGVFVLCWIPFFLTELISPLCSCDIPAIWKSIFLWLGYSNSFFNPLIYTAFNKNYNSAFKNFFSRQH
HTR5A ag ctr: HTR5A agonists in luminescence cell assay, primary screen, counter-screen for OPRM1-OPRD1 heterodimer agonist project, full-deck HTS. AID 504692, 2011. activation, % at 9.3 µM. hit rate 0.61% among 340,000. cell-based; in the data active = activation mostly above about 9.5%, no sharp cut-off; inactive = mostly below about 7.6%;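 also: 0% = cells with vehicle only and 100% = reference agonist; strong numbers were not always called active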
Wnt act: Wnt/beta-catenin pathway activators, primary screen, cell-based, plate reader, single point; Wnt/beta-catenin reporter cell assay, activator; hit rate 1.2% among 300,000; AID 743398, 2014; activation, % at 9.35 µM; in the data active = activation above about 30%, passing the limit was not always enough;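 also: 0% = neutral control wells and 100% = positive control wells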
SR-BI HDL uptake: inhibitors of SR-BI mediated HDL lipid uptake, primary screen, ldlA[mSR-BI] cells, fluorescence, single point | inhibition, % at 12.5 µM | ldlA[mSR-BI] CHO cells, DiI-HDL uptake fluorescence, 3 h | AID 488896, 2010 | Scavenger receptor class B member 1 (Mus musculus), Q61009 | hit rate 0.96% among 320,000;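 active = mean replicate inhibition of at least 70% and a set share of replicates each scoring 70 or more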;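 also: 0% = median of neutral control wells and 100% = median of positive control wells; values of inactives mirror those of a sister screen read the other way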
Target sequence (Q61009 whole entry, looked up): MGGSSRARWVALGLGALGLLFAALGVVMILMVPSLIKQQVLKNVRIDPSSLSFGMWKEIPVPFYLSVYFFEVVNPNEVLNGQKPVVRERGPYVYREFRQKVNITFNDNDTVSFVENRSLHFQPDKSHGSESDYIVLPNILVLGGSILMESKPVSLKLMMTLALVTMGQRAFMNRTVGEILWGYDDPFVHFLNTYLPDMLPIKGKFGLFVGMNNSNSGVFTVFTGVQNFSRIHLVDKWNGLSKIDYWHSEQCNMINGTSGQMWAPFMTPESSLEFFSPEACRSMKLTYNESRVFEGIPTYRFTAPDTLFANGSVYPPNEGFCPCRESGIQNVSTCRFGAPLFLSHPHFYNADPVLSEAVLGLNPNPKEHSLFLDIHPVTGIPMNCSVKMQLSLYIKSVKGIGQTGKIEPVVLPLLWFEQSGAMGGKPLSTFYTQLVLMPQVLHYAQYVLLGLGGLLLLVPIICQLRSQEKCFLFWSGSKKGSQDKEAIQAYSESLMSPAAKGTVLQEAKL
V-ATPase pHluor: regulators of yeast V-ATPase proton pumping, primary screen, pHLuorin cytosolic pH fluorescence; S. cerevisiae; response, % at 10 µM; hit rate 0.37% among 350,000; AID 504577, 2011; in the data active = response mostly above about 7.3%, no sharp cut-off; inactive = mostly below about 5.4%; also: actives read high; inactives centre near 0; some compounds called inactive have numbers as strong as hits; reference of the scale not given here
dFosB act: activators of delta FosB homodimer, primary screen, biochemical, fluorescence polarization, TAMRA-CDK5 oligo, single point | Protein FosB (Mus musculus), P13346 | purified delta FosB; percent of positive-control signal above neutral wells | activation, % at 25 µM | hit rate 0.99% among 340,000;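 active = mean activation above about 17%, with every replicate also reaching it, limit read from the data, passing the limit was not always enough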;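 also: fluorescence polarization rise as delta FosB binds a TAMRA Cdk5 AP-1 oligo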
* = called active by the depositor; nt = not tested or not shown. An unsorted share of the library; 5% or so of the library scored in one or more.

#1 CN(Cc1ccccc1)c1nc(CN2CCOCC2)nc2scc(-c3ccccc3)c12
#2 O=C(O)c1ccc(C(=O)Nc2cccc(NC(=O)C3CCCO3)c2)cc1 (centres undefined)
#3 O=C(Nc1nccs1)C12CC3CC(C1)CC(C(=O)Nc1nccs1)(C3)C2
#4 O=C(NCC(c1ccc(F)cc1)N1CCOCC1)c1cccnc1Sc1ccccc1Cl (centres undefined)
#5 COc1ccc(NC(=S)N2CCCCCC2)cc1OC

entry no.,1,2,3,4,5
CDK5 p35 inh,-0.7,0.2,1.4,0.2,0.1
dFosB act,-1,0,-6,-3,1
MITF TRPM1 HTS,9,-7,-12,4,-10
HTR5A ag ctr,-3,2,1,3,-4
Wnt act,-3,nt,nt,-3,5
V-ATPase pHluor,-1,1,1,1,2
NSD2 HMT inh,2,19,1,-5,-5
PvdQ acylase,-3,-3,-6,1,0
HTR5A inv ctr,-4,16,-2,-10,10
SR-BI HDL uptake,-11,-6,-12,-1,5

#6 CCCCCCNC(=O)N1C/C=C\C(c2ccc(OC)cc2)N(Cc2ccc(F)cc2)C(=O)C1 (centres undefined)
#7 O=C(NS(=O)(=O)N1CCOCC1)C1=C(N2CCCC2)COC1=O
#8 CSc1nsc(SCC(=O)Nc2cccc(NC(C)=O)c2)n1
#9 Cc1cc(N2CCCC(C(=O)Nc3cccc4ccccc34)C2)n2ncnc2n1 (centres undefined)
#10 COc1cccc(/C=C/C(=O)OCC(=O)c2ccc3c(c2)NC(=O)CO3)c1

entry no.,6,7,8,9,10
CDK5 p35 inh,0.6,0.7,0.0,0.9,1.8
dFosB act,-11,2,-2,0,-6
MITF TRPM1 HTS,-7,13,16,-14,-13
HTR5A ag ctr,-2,-3,2,2,1
Wnt act,-1,-3,3,-1,-3
V-ATPase pHluor,0,1,3,0,-3
NSD2 HMT inh,nt,nt,63*,-5,12
PvdQ acylase,-7,-7,1,17,-15
HTR5A inv ctr,5,9,-9,-6,5
SR-BI HDL uptake,-21,-23,7,7,11

#11 CC(C)CN1CCN(CCCc2ccccc2)C(CCO)C1 (centres undefined)
#12 O=C(Nc1ccccc1)Nc1ccc(Cl)c(S(=O)(=O)N2CCOCC2)c1
#13 O=C(COC(=O)c1cccc(S(=O)(=O)N2CCc3ccccc32)c1)Nc1ncc(Cl)cc1Cl
#14 N#Cc1ccccc1Sc1ccccc1C(=O)OCC(=O)N1CCN(C(=O)c2ccco2)CC1
#15 COC(=O)c1ccc(Cn2c(C)cc(C)[n+]2C)o1

entry no.,11,12,13,14,15
CDK5 p35 inh,0.7,0.5,0.2,-0.4,-0.7
dFosB act,-3,-12,1,-3,-2
MITF TRPM1 HTS,nt,9,-16,-5,-1
HTR5A ag ctr,0,7,8,1,0
Wnt act,-2,-1,-1,nt,3
V-ATPase pHluor,2,5,1,0,6
NSD2 HMT inh,1,-6,-5,0,-3
PvdQ acylase,-10,-6,-7,-17,-15
HTR5A inv ctr,0,-20,-9,-3,-12
SR-BI HDL uptake,-18,20,-18,31,45

#16 COc1ccccc1C1CCN(C(=O)c2cnn(-c3ccccc3)c2C)CC1
#17 CCOC(=O)C1=C(CSc2nc(-c3ccccc3)ccc2C#N)OC(N)=C(C#N)C1c1ccccc1 (centres undefined)
#18 Cc1ccc(C)c(SCC(=O)Nc2cc(S(=O)(=O)N3CCOCC3)ccc2C)c1
#19 COc1ccc(NS(=O)(=O)c2ccc(O)c(C(=O)OCC(=O)NC(C)C3CC4CCC3C4)c2)cc1 (centres undefined)
#20 CCOC(=O)CNc1nc2ccccc2n2c(C)nnc12

entry no.,16,17,18,19,20
CDK5 p35 inh,-0.3,1.1,-0.8,0.7,-0.3
dFosB act,-5,-10,6,-7,-9
MITF TRPM1 HTS,-2,3,-1,5,-1
HTR5A ag ctr,12*,-1,-6,-2,3
Wnt act,41*,25,2,-1,0
V-ATPase pHluor,-1,0,3,1,-1
NSD2 HMT inh,-6,1,-1,-3,-1
PvdQ acylase,-3,12,3,1,-1
HTR5A inv ctr,-1,2,16,-13,-9
SR-BI HDL uptake,13,4,8,-13,-17

Part of the list above in order of count of non-hydrogen atoms, rising:
#15 COC(=O)c1ccc(Cn2c(C)cc(C)[n+]2C)o1
#20 CCOC(=O)CNc1nc2ccccc2n2c(C)nnc12
#16 COc1ccccc1C1CCN(C(=O)c2cnn(-c3ccccc3)c2C)CC1

entry no.,15,20,16
CDK5 p35 inh,-0.7,-0.3,-0.3
dFosB act,-2,-9,-5
MITF TRPM1 HTS,-1,-1,-2
HTR5A ag ctr,0,3,12*
Wnt act,3,0,41*
V-ATPase pHluor,6,-1,-1
NSD2 HMT inh,-3,-1,-6
PvdQ acylase,-15,-1,-3
HTR5A inv ctr,-12,-9,-1
SR-BI HDL uptake,45,-17,13

Further results:
#21 CS(=O)(=O)N1CCN(Cc2ccc([N+](=O)[O-])cc2)CC1
#22 O=C(CS(=O)(=O)c1ccccc1Cl)N1CCOCC1
#23 Cc1ccc2onc(CC(=O)O)c2c1
#24 CC(=O)N1CN(CCCn2ccnc2)Cc2c1sc1c2CCCC1
#25 O=C(NCCc1ccc(Cl)cc1)C1CCN(S(=O)(=O)c2cccs2)CC1

entry no.,21,22,23,24,25
CDK5 p35 inh,-0.8,-2.6,-1.5,1.0,-4.0
dFosB act,-8,-2,1,3,-9
MITF TRPM1 HTS,8,4,-8,nt,0
HTR5A ag ctr,2,-4,-2,5,-1
Wnt act,-1,1,nt,-1,-1
V-ATPase pHluor,3,-5,0,-1,-4
NSD2 HMT inh,0,-2,33,2,7
PvdQ acylase,-3,-11,4,-13,-4
HTR5A inv ctr,2,11,2,2,-2
SR-BI HDL uptake,2,-10,-11,-15,19

#26 O=C(CSc1ccc(Br)cc1)NCC(c1cccs1)N1CCOCC1 (centres undefined)
#27 CCOc1ccc(-c2c(C(=O)N/N=C(\C)c3ccco3)nnn2-c2nonc2N)cc1
#28 Cc1ccc(S(=O)(=O)N2CCN(c3ccc(S(=O)(=O)N4CCOCC4)cn3)CC2)cc1
#29 CCOC(=O)COc1cc(-n2c(=S)[nH]c3cc(OC)c(OC)cc3c2=O)c(Cl)cc1Cl
#30 COc1ccccc1C(=O)N/C(=C/c1ccco1)C(=O)Nc1cccc(C(=O)O)c1

entry no.,26,27,28,29,30
CDK5 p35 inh,-0.9,-0.7,-1.6,1.9,-1.8
dFosB act,-12,6,3,3,-12
MITF TRPM1 HTS,-7,5,-1,-4,-8
HTR5A ag ctr,2,2,10,-5,1
Wnt act,-1,-2,nt,-4,2
V-ATPase pHluor,-2,-1,-6,3,1
NSD2 HMT inh,2,1,-1,-1,nt
PvdQ acylase,-13,6,9,4,-1
HTR5A inv ctr,-5,2,-11,11,-3
SR-BI HDL uptake,-10,3,-21,26,nt

#31 COC(=O)N(C)c1ccccc1C(=O)N1CCOCC1
#32 Cc1ccc(-n2nc(C)c(C3(O)C(=O)N(C(C)C)c4ccccc43)c2N)cc1 (centres undefined)
#33 CCOC(=O)N1CCC(NC(=O)CN2C(=O)CSc3ncccc32)CC1
#34 CCCC(CCC)=NNc1ccc(S(=O)(=O)Nc2ccccc2OC)cc1[N+](=O)[O-]
#35 O=C(CNC(=O)C1CCCC1)Nc1ccccc1Br

entry no.,31,32,33,34,35
CDK5 p35 inh,-2.9,-1.2,-2.2,0.2,-0.5
dFosB act,3,-4,0,-11,-9
MITF TRPM1 HTS,nt,5,10,-2,3
HTR5A ag ctr,-5,0,5,-2,3
Wnt act,5,nt,-2,nt,2
V-ATPase pHluor,2,1,-4,-3,-2
NSD2 HMT inh,1,0,nt,2,-1
PvdQ acylase,-6,-10,-16,-6,-9
HTR5A inv ctr,-9,0,-14,7,1
SR-BI HDL uptake,-11,-6,3,-10,-1

#36 CC(=O)N1C(=O)N(C(C)=O)C2C1N(C)C(=O)N2C(C)=O (centres undefined)
#37 O=C(CNC(=O)c1ccccc1F)OCc1csc(-c2ccccc2)n1
#38 O=[N+]([O-])c1cc(S(=O)(=O)Nc2ccccc2)ccc1NCc1ccccc1
#39 CC(=O)c1c(C)[nH]c(C2=NNC(=NCc3ccccc3)SC2)c1C
#40 CCc1ccc(C(N)=S)cc1

entry no.,36,37,38,39,40
CDK5 p35 inh,-3.5,-0.1,-0.2,0.2,-6.5
dFosB act,-7,-12,-9,-13,-2
MITF TRPM1 HTS,1,17,-7,-7,-8
HTR5A ag ctr,0,-1,-4,1,-6
Wnt act,-1,1,-1,1,1
V-ATPase pHluor,4,1,-2,-1,5
NSD2 HMT inh,-4,5,1,1,0
PvdQ acylase,-6,-6,-9,5,-10
HTR5A inv ctr,0,4,1,-3,18
SR-BI HDL uptake,-22,6,-4,42,-33

#41 O=C(NCCCN1CCOCC1)c1ccc2c(=O)n(Cc3cccc(Br)c3)c(=S)[nH]c2c1
#42 Cc1cccc(CCN2CCN=C2Nc2ccccc2)c1
#43 CC(C)[C@@H]1CC[C@@H](C)C[C@H]1OC(=O)C[n+]1cc(-c2ccc(Cl)cc2)n2c1CCCCC2
#44 O=C(C[n+]1ccccc1)Nc1ccc(Oc2ccccc2)cc1
#45 CC(=O)N1CCN(CCS(=O)(=O)c2ccc(Br)cc2)CC1

entry no.,41,42,43,44,45
CDK5 p35 inh,-0.1,0.7,0.3,-4.1,-0.1
dFosB act,8,14,-16,0,4
MITF TRPM1 HTS,-11,7,nt,9,0
HTR5A ag ctr,0,-3,9,4,4
Wnt act,nt,3,-5,0,-3
V-ATPase pHluor,0,-1,1,4,2
NSD2 HMT inh,30,nt,nt,0,-1
PvdQ acylase,-5,0,-15,-12,-15
HTR5A inv ctr,1,-11,-32,22,-5
SR-BI HDL uptake,nt,-11,nt,1,-7

#46 OC1(c2ccccc2F)CCN(Cc2nnc(-c3ccccc3)o2)CC1
#47 Cc1ccc(C(=O)NC(=S)NCc2ccco2)cc1
#48 O=C1NC(c2ccc(Br)cc2)Nc2ccccc21 (centres undefined)
#49 O=C1CC(c2ccc(OCCCCCOc3ccc(C4CC(=O)NC4=O)cc3)cc2)C(=O)N1 (centres undefined)

entry no.,46,47,48,49
CDK5 p35 inh,0.2,-3.1,1.0,-6.5
dFosB act,4,-4,1,-7
MITF TRPM1 HTS,3,13,nt,-20
HTR5A ag ctr,0,1,-1,1
Wnt act,1,6,4,-7
V-ATPase pHluor,0,-1,0,1
NSD2 HMT inh,-3,19,-2,0
PvdQ acylase,0,-3,1,-27
HTR5A inv ctr,3,3,3,-2
SR-BI HDL uptake,-16,-2,-30,-16
